D2 potentiator = D2 dopamine receptor (human) potentiation; potentiation, % at 10 µM; P14416; AID 485347; actives 0.34% (n = 340,000); HEK293 T-REx D2, calcium flux, EC20 dopamine potentiation;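 active = potentiation over 3 SD above the plate norm, cut at about 30% in these data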; note: 0% is about no effect
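Primary screen. Calcium kinetics in induced HEK293 T-REx D2 cells: compound pre-addition 180 s, EC20 dopamine, 180 s more.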
D1 antag = antagonists of human D1 dopamine receptor | P21728 | HEK293 TREx D1 cells, calcium flux, dopamine EC80; active compounds read low | activity change, negative = inhibition, % at 10 µM | actives 3.2% (n = 360,000); in the data active = activity change below about -30%; note: % is set by controls: 0 for no effect and ±100 for the full control effect
Target sequence (P21728 whole entry, looked up): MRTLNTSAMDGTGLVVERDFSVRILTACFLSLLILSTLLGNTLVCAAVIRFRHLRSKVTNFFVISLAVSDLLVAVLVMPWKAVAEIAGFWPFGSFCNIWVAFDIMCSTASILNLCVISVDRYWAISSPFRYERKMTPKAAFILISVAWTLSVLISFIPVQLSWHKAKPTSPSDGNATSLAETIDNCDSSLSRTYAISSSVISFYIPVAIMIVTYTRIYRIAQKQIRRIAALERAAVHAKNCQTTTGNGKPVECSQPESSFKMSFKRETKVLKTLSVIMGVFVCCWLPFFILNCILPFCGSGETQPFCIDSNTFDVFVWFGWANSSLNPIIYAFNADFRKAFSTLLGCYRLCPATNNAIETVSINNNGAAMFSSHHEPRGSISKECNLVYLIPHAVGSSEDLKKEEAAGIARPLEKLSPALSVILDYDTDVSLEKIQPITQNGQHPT
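Kinetic fluorescence of a calcium dye serves as the read-out. D1-expressing Hek293 Trex cells, induced overnight at 30 C, are exposed to compound for 180 s before an EC80 dopamine addition, then read 180 s further.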
D2 agonist = D2 dopamine receptor (human) agonism. P14416. HEK293 T-REx D2 cells, calcium flux agonist mode. activation, % at 2 µM. actives 0.53% (n = 340,000);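 active = activation over 3 SD above normal in the single-dose calcium agonist read, cut at about 30% in these data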; note: 0% is about no effect
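Agonism is scored from calcium flux in a force-coupled, inducible HEK293 cell line expressing D2, read kinetically for 180 s after compound addition against dopamine controls.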
TRHR PAM = allosterically enhances the human TRH receptor. P34981. TRHR cells, fluo-8 calcium fluorescence, EC20 TRH enhancement. actives 0.66% (n = 360,000). enhancement, % at 2 µM; in the data active = enhancement above about 30%; note: 0% is about no effect
Target sequence (P34981 whole entry, looked up): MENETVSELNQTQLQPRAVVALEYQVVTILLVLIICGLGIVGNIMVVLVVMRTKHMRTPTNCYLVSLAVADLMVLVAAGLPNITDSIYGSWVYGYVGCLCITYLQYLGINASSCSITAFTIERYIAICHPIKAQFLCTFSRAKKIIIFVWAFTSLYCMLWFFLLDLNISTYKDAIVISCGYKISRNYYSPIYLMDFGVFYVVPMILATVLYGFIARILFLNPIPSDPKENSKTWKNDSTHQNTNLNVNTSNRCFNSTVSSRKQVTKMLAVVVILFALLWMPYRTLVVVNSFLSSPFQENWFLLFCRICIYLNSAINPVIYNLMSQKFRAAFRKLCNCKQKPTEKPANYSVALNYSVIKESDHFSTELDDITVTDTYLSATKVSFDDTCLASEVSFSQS
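Enhancer read-out: after compound pinning and an initial kinetic agonist-mode read, an EC20 of TRH (10 nM final) was injected and fluo-8 calcium signal (Ex 480/Em 530) followed at 1 s/cycle for 100 cycles in TRHR-expressing cells.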
D1 ag = human D1 receptor agonism. HEK293 T-REx D1 cells, calcium flux, agonist mode. activation, % at 2 µM. actives 1% (n = 360,000). AID 504660; note: 0% is about no effect
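Tetracycline-induced HEK293 TREx D1 cells, force-coupled to calcium signalling, were dye-loaded with a no-wash calcium kit. Compound was pin-added after a 10 s baseline. Fluorescence was read kinetically at 1 cycle/s for 180 s, with calcium rises flagged as agonism.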
TRHR ag = activates the human TRH receptor. P34981. TRHR cells, calcium flux fluo-8, FDSS agonist mode. activation, % at 2 µM. actives 0.18% (n = 360,000); note: 0% is about no effect
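Fluo-8-loaded TRHR cells; 10 s baseline, compound added, kinetic Ca2+ fluorescence read 1/s, agonist mode.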
D1 potentiator = potentiators of human D1 dopamine receptor. actives 0.036% (n = 360,000). HEK293 TREx D1 cells, calcium flux, dopamine EC20 potentiation. potentiation, % at 10 µM. P21728; in the data active = potentiation above about 30%; note: 0% is about no effect
RXFP1 antagonist = blocks the human relaxin receptor RXFP1 | Q9HBX9 | HEK293-RXFP1, relaxin-stimulated cAMP HTRF, 30 min; active compounds read low | activity change, negative = inhibition, % at 57.5 µM | actives 0.59% (n = 350,000);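 active = activity change of -60% or lower, but not beyond a set lower limit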; note: % is set by controls: 0 for no effect and ±100 for the full control effect
D2 antagonist = D2 dopamine receptor (human) antagonism; P14416; HEK293 TREx D2 cells, calcium flux, dopamine EC80; inhibition, % at 10 µM; actives 2% (n = 340,000); in the data active = inhibition above about 30%; note: 0% is about no effect
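Measurement of antagonist activity uses fluorescent calcium dye in inducible HEK293 T-REx D2 cells: 10 s baseline, compound addition with 180 s read, EC80 dopamine addition with a further 180 s read.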
* marks the source's active call; other numbers are inactive results; / = not tested or not shown; & = joins results of further samples. Cut-off read from the data, not from the text of the source, unless noted: active = activation above about 30%; inactive = the rest. This is a random part of the collection; overall some 7.3% were active at least once.

SMILES | D2 potentiator | D1 antag | D2 agonist | TRHR PAM | D1 ag | TRHR ag | D1 potentiator | RXFP1 antagonist | D2 antagonist
C=CCSc1nnc(Cc2cc(=O)[nH]c(=O)[nH]2)n1-c1cc(C)ccc1C | 8 | 9 | -0.4 | 4 | 3 | -1.2 | -4 | -11 | 10
O=C(NNC(=O)c1ccccc1O)c1ccc(NS(=O)(=O)c2ccc(F)cc2)cc1 | 5 | -7 | -0.2 | -5 | 2 | 1.1 | 0 | 27 | -4
CCOc1ccc(NC(=O)C(=O)c2cc(C)n(-c3cc(C)cc(C)c3)c2C)cc1 | 2 | -2 | -1.2 | 4 | 10 | -0.9 | 3 | -22 | /
O=C(O)CSCC(=O)Nc1ccc(-c2nc3ccccc3s2)cc1 | 15 | 0 | -0.9 | 1 | 10 | 0.4 | -11 | -2 | -6
O=S(=O)(c1ccc(F)cc1)N(Cc1nc(-c2ccccc2)no1)C1CCCCC1 | 7 | -6 | 4.5 | -4 | 21 | 2.7 | 0 | -1 | /
O=C(CCCN1C(=O)c2cccnc2Oc2ccc(Cl)cc21)NCc1ccc(F)cc1 | 3 | -13 | -0.9 | 0 | -1 | -0.6 | -1 | -12 | /
Cn1c(SCC(=O)OC2CCCCC2)nnc1-c1ccc2c(c1)OCO2 | -1 | 7 | -0.2 | -4 | -1 | -0.3 | -9 | -9 | 3
CCC(=O)Nc1c(C)cc(C)cc1Cl | 3 | 6 | 0.9 | 4 | -1 | -0.2 | 3 | 9 | -1
COc1ccccc1NC(=O)C(=O)Nc1ccccn1 | / | 11 | / | 4 | 7 | -0.6 | 0 | -20 | /
CSc1ccc(CN(C)CC(=O)N(C)CC(=O)Nc2ccccc2Br)cc1 | -20 | 10 | 0.1 | -12 | -1 | -1.0 | -2 | 1 | 25
C=CCc1cccc2cc(C(=O)N3CCN(c4ccccn4)CC3)c(=O)oc12 | 8 | -1 | -0.4 | -12 | 3 | -1.2 | 9 | -12 | 5
CC(C)CN(C(=O)CN1CCCCCC1)c1c(N)n(CC(C)C)c(=O)[nH]c1=O | 17 | 0 | -0.6 | -19 | 6 | 1.5 | -2 | -5 | -1
COc1cc2c(cc1OC)C(C)N(S(=O)(=O)c1ccc(Cl)nc1)CC2 (stereo not drawn) | 2 | -16 | 1.8 | 5 | 3 | -0.4 | 0 | 8 | -25
Cc1ccc(S(=O)(=O)Nc2ccccc2-c2ccccc2)cc1 | / | 12 | / | -6 | 16 | 1.0 | -6 | -2 | /
CC(/C=N/NC(=O)COc1ccccc1C)=N\NC(=O)COc1ccccc1C | -5 | 0 | 0.0 | 0 | 5 | 0.2 | 5 | 0 | 5
NS(=O)(=O)c1ccc(NC(=O)COC(=O)COc2ccc(Br)cc2)cc1 | -1 | 3 | 1.4 | 2 | -1 | 0.1 | 0 | -4 | -4
COC(=O)c1ccccc1NC(=O)CSc1nc2ccccc2nc1Cc1ccccc1OC | -10 | -14 | -0.3 | -4 | 2 | 0.0 | -4 | / | /
C/C(=N\NC(=O)c1cc(C)nc2ccccc12)c1cccc(Cl)c1 | 12 | -22 | 5.7 | 3 | 8 | 3.2 | -3 | -4 | 10
CCN1CCN(CCC(=O)Nc2cccc(C)c2)CC1 | 2 | 0 | 0.6 | 3 | 4 | 0.5 | 1 | 13 | -13
CCc1ccc(OCCNC(=O)c2ccccc2SCc2ccccc2)cc1 | 2 | 1 | 0.6 | 2 | 24 | 2.2 | 9 | -19 | -9

Compounds above that contain bromine, in the order listed:
SMILES | D2 potentiator | D1 antag | D2 agonist | TRHR PAM | D1 ag | TRHR ag | D1 potentiator | RXFP1 antagonist | D2 antagonist
CSc1ccc(CN(C)CC(=O)N(C)CC(=O)Nc2ccccc2Br)cc1 | -20 | 10 | 0.1 | -12 | -1 | -1.0 | -2 | 1 | 25
NS(=O)(=O)c1ccc(NC(=O)COC(=O)COc2ccc(Br)cc2)cc1 | -1 | 3 | 1.4 | 2 | -1 | 0.1 | 0 | -4 | -4

(next part)
SMILES | D2 potentiator | D1 antag | D2 agonist | TRHR PAM | D1 ag | TRHR ag | D1 potentiator | RXFP1 antagonist | D2 antagonist
CN(C(=O)c1ccco1)c1nc(-c2ccccc2)cs1 | -8 | 4 | -0.3 | -2 | 3 | 0.3 | 1 | / | -1
Cc1ccc(C(=O)COC(=O)C2C3C=CC(C3)C2C(=O)OCC(=O)c2ccc(C)c(C)c2)cc1C (stereo not drawn) | 2 | 1 | 1.6 | -13 | 3 | 6.8 | -1 | -2 | 4
O=C(COC(=O)/C=C/c1ccc(C(F)(F)F)cc1)NC1CCCC1 | -1 | -49* | 0.4 | -5 | 5 | 0.1 | -8 | 1 | -4
O=C1CCC(C(=O)N2CCN(c3ccc(F)cc3)CC2)CN1CC1CCCCC1 (stereo not drawn) | 1 | 13 | -0.6 | 1 | 2 | -0.1 | -8 | -2 | -1
CCCCN(C(=O)/C=C/c1ccco1)c1c(N)n(Cc2ccccc2)c(=O)[nH]c1=O | 7 | 3 | 0.2 | 2 | 3 | 0.1 | -3 | -4 | 6
COc1ccc2cc3cc(C(=O)NCc4ccc(C)cc4)oc3nc2c1 | 7 | -4 | -0.6 | 0 | -1 | -0.4 | 3 | / | /
O=c1c2sccc2nc(SCc2ccc([N+](=O)[O-])cc2)n1Cc1ccccn1 | -3 | 2 | -2.3 | -4 | 3 | 0.1 | 7 | 5 | 16
CCOC(=O)C1CCCN(C(=O)Nc2cccc(Cl)c2)C1 (stereo not drawn) | / | -15 | / | 7 | 3 | 1.1 | -4 | -6 | /
Cc1ccc(OCc2n[nH]c(=S)n2Cc2ccccc2)cc1 | -7 | -12 | -0.2 | 13 | 3 | -0.1 | -7 | -37 | -28
Cc1ccc(S(=O)(=O)c2nc(N3CCOCC3)sc2Cl)cc1 | -5 | -2 | -0.8 | 22 | 4 | -2.2 | -6 | -8 | 18
O=C(CSc1nnc(-c2cccs2)o1)N1CCCCC1 | -3 | -6 | -1.2 | -4 | 3 | 0.5 | / | / | -2
c1ccc(Cn2nnnc2C(c2cccs2)N2CCCCCC2)cc1 (stereo not drawn) | 7 | -4 | -0.4 | -1 | 5 | 0.1 | -2 | 18 | 17
COC(=O)c1c(NC(=O)CSc2nnc(C)c(=O)[nH]2)sc(C)c1C | 11 | 5 | -0.5 | -1 | 2 | -0.1 | -5 | -18 | 1
CCn1nc(NS(=O)(=O)c2ccc(NC(C)=O)cc2)c2cc3cc(C)ccc3nc21 | 2 | -8 | -0.5 | 2 | 0 | 0.5 | -3 | -20 | -10
CCC1CCCCN1C(=O)COc1ccccc1NC(C)=O (stereo not drawn) | 32* | -10 | -1.5 | 1 | 3 | -1.2 | -2 | 7 | -4
COc1ccc(S(=O)(=O)NCc2ccncc2)cc1NC(=O)c1ccccc1F | 7 | -12 | 0.2 | 17 | 4 | -0.4 | -3 | -6 | 11
CC(=O)c1cnc2c(-c3ccccc3)c(C)nn2c1C | -2 | -8 | 0.6 | -3 | -1 | -0.2 | 1 | 8 | -11
CCO/C(C)=N/n1c2nc3ccccc3nc2c2c(=O)n(C3CCCC3)c(C)nc21 | / | 12 | / | 1 | 2 | 0.1 | -4 | -10 | /
COc1ccccc1-c1cc(C(=O)N/N=C\c2cn(C)nc2C)c2ccccc2n1 | 14 | -2 | -0.2 | -9 | -1 | -0.1 | -4 | 6 | -9
CCc1ccc(S(=O)(=O)Nc2cccc(-c3ccc(OC)nn3)c2)s1 | 12 | -14 | / | 3 | 12 | -0.8 | 0 | -2 | /
NC1=NC(=Nc2cccc(S(=O)(=O)N3CCOCC3)c2)c2ccccc21 | -12 | 2 | -0.8 | 6 | 0 | 0.1 | -6 | -19 | 4
COc1ccc(OC)c(N(CC(=O)N2CCCC2)S(=O)(=O)c2ccc(C)cc2)c1 | -10 | 1 | -0.2 | -14 | 3 | -0.1 | 1 | 1 | -6
CC(=O)N1CCN(C(=S)c2ccc(Cl)cc2)CC1 | 11 | 6 | -1.7 | -2 | -1 | -1.4 | -5 | 14 | -11
Cc1ccc(S(=O)(=O)N2CC(O)C[C@H]2C(=O)OCC(=O)Nc2ccc(N3CCOCC3)cc2)cc1C (stereo partly drawn) | / | -10 | / | -6 | 2 | -0.1 | -2 | 1 | /
COc1ccc(C(=O)Nc2ccccc2C(=O)N/N=C/c2ccccn2)cc1OC | 3 | 5 | 0.9 | 2 | 0 | -0.3 | 0 | -11 | -2
CC(=O)N1CCCc2cc(S(=O)(=O)Nc3ccccc3C)ccc21 | -4 | -5 | -0.6 | -3 | 7 | 0.5 | -6 | 0 | -3
O=[N+]([O-])c1cc2c(cc1CN1CCN(c3ccccc3)CC1)OCO2 | -4 | -9 | -0.4 | -3 | 4 | -0.5 | -9 | -3 | -9
O=C(NC1CCCN(C2Cc3ccccc3C2)C1)c1ccc(F)cc1Cl (stereo not drawn) | -8 | 11 | 0.3 | 1 | 2 | 0.1 | -5 | 4 | -39
O=C(COc1ccc(Cl)cc1)Nc1cccc(S(=O)(=O)NC2=NCCCCC2)c1 | -2 | -6 | -0.2 | -18 | 5 | -0.1 | -10 | -5 | -9
CC(C)[C@H](NC(=O)[C@@H]1CSC2c3ccccc3C(=O)N21)C(=O)NCc1ccncc1 (stereo partly drawn) | -3 | -7 | 0.6 | 14 | 2 | -0.2 | -3 | 12 | 0
Cc1cc(C(=O)CSc2nc3ccccc3[nH]2)c(C)n1C | 3 | -10 | -1.6 | -7 | -2 | -1.4 | -5 | -15 | 9
Cc1ccc(NC(=O)CSc2nc3ccccc3c(=O)n2CCCN2CCCCC2)cc1Cl | / | -20 | -0.2 | 9 | 7 | 0.8 | -6 | -30 | 1
CCC(C)NC(=O)CNC(=S)N(CCCN1CCOCC1)Cc1cccs1 (stereo not drawn) | -3 | 9 | 1.2 | 1 | 3 | 0.1 | -4 | 5 | -3
Cc1nc2ccccc2n1CC(=O)OCC(=O)NC1CC1 | 9 | -10 | 0.0 | 2 | 4 | 0.4 | -1 | -1 | 0
Cc1cc(C)cc(NC(=O)Cn2nnc(C(=O)NCc3ccco3)c2N)c1 | -8&13 | 13&1 | -0.1&-1.0 | 3&4 | 1&1 | -0.6&-0.4 | -4&3 | -8 | -22
Cc1ccc(CN2CCc3nc(N4CCN(C)CC4)ncc3C2)s1 | 0 | -8 | 13 | 5 | 5 | 1.0 | -1 | -12 | /
COC(=O)c1ccc(COC(=O)CNC(=O)CNC(=O)c2ccc(C)cc2)cc1 | -6 | / | 2.5 | 6 | -2 | -0.9 | -7 | -1 | -4

Complete entries, looked up by structure. Values in the order: D2 potentiator, D1 antag, D2 agonist, TRHR PAM, D1 ag, TRHR ag, D1 potentiator, RXFP1 antagonist, D2 antagonist
COc1ccc(S(=O)(=O)NCc2ccncc2)cc1NC(=O)c1ccccc1F is entered as 7, -12, 0.2, 17, 4, -0.4, -3, -6, 11
CCC(C)NC(=O)CNC(=S)N(CCCN1CCOCC1)Cc1cccs1 (stereo not drawn) is entered as -3, 9, 1.2, 1, 3, 0.1, -4, 5, -3
Cc1nc2ccccc2n1CC(=O)OCC(=O)NC1CC1 is entered as 9, -10, 0.0, 2, 4, 0.4, -1, -1, 0
CSc1ccc(CN(C)CC(=O)N(C)CC(=O)Nc2ccccc2Br)cc1 is entered as -20, 10, 0.1, -12, -1, -1.0, -2, 1, 25

Screens (PubChem BioAssay)
